MOR-DOR ag = OPRM1-OPRD1 heterodimerization agonism | P35372+P41143 | cells, luminescence | activation, % at 9.3 µM | 0.3% of 340,000 active | AID 504326; in the data active = activation above about 18%;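 also: 0% = vehicle-treated cells and 100% = reference agonist; values of inactives mirror those of a sister screen read the other way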
Tat transport = E. coli Tat transport inhibition; inhibition, % at 10 µM; AID 488895; 0.036% of 340,000 active; E. coli MC4100 TorA-mCherry Tat export, fluorescence;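 active = mean replicate inhibition at least 50% and at least half of replicates individually reaching 50%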;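 also: exported cargo escapes ClpAP degradation while cytoplasmic cargo is degraded and loses fluorescence; 0% = median of neutral control wells and 100% = median of NaSCN control wells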
Ecoli viability = counter-screen for AddAB inhibitors: E. coli growth inhibition. inhibition, % at 11.9 µM. E. coli V3065 growth, OD600 absorbance, 18 h. 0.27% of 330,000 active. AID 449728;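 active = inhibition above the campaign's mean inhibition across all tested compounds plus 3 SD, cut at about 9.9% in these data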;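 also: uninfected addAB+ strain grown without phage in ampicillin broth; 0% = DMSO wells and 100% = ciprofloxacin 0.95 µg/ml wells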
Mot1-301 SUMO = SUMOylation pathway inhibition by Mot1-301 growth rescue. 1% of 320,000 active. S. cerevisiae Mot1-301 growth rescue, ATP luminescence, 38.5C; percent above DMSO median, 100 means doubled. growth rescue, % at 18.8 µM;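 active = every valid replicate shows activation above 250% relative to neutral control wells; inactive = the rest, any valid replicate at or below 250%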;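 also: OY570 slx delta 5 strain wells were the positive control but not used for scaling; some compounds called inactive have numbers as strong as hits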
PKA-R1A act = activators of PKA-R1A complex | P00514+P68181 | PKA-R1A dissociation, Cy5-IP20 fluorescence polarization; scaled: DMSO 0%, 113 µM cGMP 100% | activation, % at 11.4 µM | 0.083% of 340,000 active | AID 504707;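 active = percent activation above the mean of all tested compounds plus 3 SD, cut at about 19% in these data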;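 also: higher means more PKAc released from R1A so a rise in polarization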
PfHsp90 set2 = inhibits growth of yeast expressing Plasmodium falciparum Hsp90. 0.32% of 310,000 active. S. cerevisiae expressing PfHsp90, BacTiter-Glo ATP, 48 h; yeast lacking PDR1 and PDR3 efflux regulators. inhibition, % at 9.4 µM;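 active = every replicate shows inhibition above about 80%, whatever the replicate mean, limit read from the data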;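 also: 0% = DMSO neutral controls and 100% = 20 µM radicicol positive controls; yeast relying on Plasmodium falciparum Hsp90 in place of its own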
MOR-DOR inv ag = mu-delta opioid heterodimer inverse agonism; AID 504357; 0.21% of 340,000 active; inhibition, % at 9.3 µM; P35372+P41143; cell-based MOR-DOR heterodimer luminescence; in the data active = inhibition above about 22%, passing the limit was not always enough;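 also: 0% = cells with DMSO and 100% = wells without cells with DMSO; values of inactives mirror those of a sister screen read the other way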
HTR5A inv ag = inverse agonist of human HTR5A in OPRM1-OPRD1 counter-screen; HTR5A cell line, luminescence, inverse agonism; inhibition, % at 9.3 µM; 0.083% of 340,000 active; AID 504634; in the data active = inhibition mostly above about 23%, no sharp cut-off; inactive = mostly below about 18%;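 also: 0% = cells with DMSO and 100% = no-cell wells with DMSO; some compounds called inactive have numbers as strong as hits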
Target sequence (P47898 whole entry, looked up): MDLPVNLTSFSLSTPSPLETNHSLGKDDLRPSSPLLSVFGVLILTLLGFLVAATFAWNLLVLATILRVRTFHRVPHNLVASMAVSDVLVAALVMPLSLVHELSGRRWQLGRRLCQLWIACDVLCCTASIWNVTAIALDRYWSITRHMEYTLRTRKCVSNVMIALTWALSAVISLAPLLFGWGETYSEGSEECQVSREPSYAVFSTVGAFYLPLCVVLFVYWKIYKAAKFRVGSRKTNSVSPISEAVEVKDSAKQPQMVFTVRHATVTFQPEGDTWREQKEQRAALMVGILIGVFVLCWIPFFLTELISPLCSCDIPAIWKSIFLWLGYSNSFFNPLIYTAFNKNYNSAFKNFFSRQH
phage Ecoli inh = E. coli growth loss with phage present | growth absorbance | 0.26% of 360,000 active | inhibition, % at 11.9 µM | AID 651602; in the data active = inhibition above about 11%
AddAB inh = less growth of phage-infected E. coli with AddAB; E. coli expressing H. pylori AddAB, absorbance growth; inhibition, % at 11.9 µM; 0.29% of 330,000 active; in the data active = inhibition above about 12%;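 also: 0% = vehicle wells of infected cells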
PKA-R2B act = activates the human PKA-R2B holoenzyme complex. PKA-R2B holoenzyme dissociation, Cy5-IP20 fluorescence polarization; R2B truncated from residue 108, S112A mutant; 0% DMSO only, 100% 113 µM cGMP. activation, % at 11.4 µM. 0.079% of 340,000 active;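 active = activation above a cutoff set at the mean over all compounds plus 3 SD, cut at about 18% in these data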;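 also: higher means more holoenzyme dissociation and a rise in polarization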
Target sequence (P31323 whole entry, looked up, other chains not shown, the tested form may be a part): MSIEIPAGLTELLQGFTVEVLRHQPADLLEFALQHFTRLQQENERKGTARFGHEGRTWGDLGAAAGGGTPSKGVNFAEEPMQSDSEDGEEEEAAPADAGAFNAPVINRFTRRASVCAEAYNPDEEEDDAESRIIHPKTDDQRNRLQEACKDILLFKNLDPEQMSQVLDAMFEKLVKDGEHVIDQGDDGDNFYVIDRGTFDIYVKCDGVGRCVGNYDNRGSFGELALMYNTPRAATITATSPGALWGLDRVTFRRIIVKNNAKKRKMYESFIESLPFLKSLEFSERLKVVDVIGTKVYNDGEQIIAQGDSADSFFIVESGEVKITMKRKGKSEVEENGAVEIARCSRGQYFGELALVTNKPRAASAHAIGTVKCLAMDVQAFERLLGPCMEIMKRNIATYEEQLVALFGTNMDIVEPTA
* hit, by the source's call; / = not tested or not shown. Compounds as they come (roughly 2.2% active in at least one column).

mol	MOR-DOR ag	Tat transport	Ecoli viability	Mot1-301 SUMO	PKA-R1A act	PfHsp90 set2	MOR-DOR inv ag	HTR5A inv ag	phage Ecoli inh	AddAB inh	PKA-R2B act
O=C(NCCc1ccccc1)[C@@H]1CC=C[C@@H]2CCN(C3CCCCC3)C(=O)[C@@H]21	0.6	-3	-1.7	395	-9	/	-3	-18	1.4	4.0	7
Cc1ccccc1/C=N/NC(=O)c1sccc1C	-1.9	10	-2.0	-7	-9	15	10	-26	2.0	-0.6	-6
CCn1c(=O)c(C(=O)NCCc2ccc(OC)c(OC)c2)c(O)c2ccccc21	-0.4	3	9.9*	13	1	2	2	1	11*	3.7	0
Cc1ccc(C(C(=O)NC2CCCCC2)N(CC2CCCO2)C(=O)CNC(=O)c2ccco2)cc1 (stereo unspecified)	-0.7	-5	-1.0	20	2	-6	4	1	-0.5	-0.2	9
O=C(Oc1ccccc1)c1cccc2cccnc12	-2.4	4	-3.7	159	-6	-7	14	11	0.9	1.3	-11
Fc1ccccc1Cn1nnc(-c2ccc3c(c2)OCO3)n1	1.6	3	-0.6	6	-5	-32	-9	0	2.9	2.5	4
CCOc1ccc(S(=O)(=O)N2CCOCC2)cc1NC(=O)C1CSC2(C)CCC(=O)N12 (stereo unspecified)	-1.5	0	3.5	3	2	/	8	-5	0.0	2.6	0
COc1ccc(Cl)cc1C(=O)Nc1ccc(Br)c(C)n1	-0.8	-8	-1.6	27	-6	-34	4	-8	3.8	-1.5	9
CN(C(=O)CN1CCCCCC1)c1c(N)n(Cc2ccccc2)c(=O)[nH]c1=O	-1.3	-3	-3.4	-2	-13	5	5	-4	-0.9	-2.0	-5
Cc1c(C)c2ccc(OC(C)C(=O)N[C@@H](Cc3c[nH]c4ccccc34)C(=O)O)c(C)c2oc1=O (stereo partly specified)	-2.1	-1	-0.7	-12	-5	-1	11	-9	2.6	2.7	-10
CCn1cc(/C=C(\NC(=O)c2ccccc2Cl)C(=O)N2CCOCC2)c2ccccc21	-2.1	-3	1.1	-14	-12	-3	11	13	2.2	3.2	-6
CC(=O)N1CCc2cc(S(=O)(=O)NCCC(=O)Nc3ccc4c(c3)OCCO4)ccc21	-0.2	2	-1.3	13	2	14	1	7	/	-0.6	-6
O=C(CSc1nnc(CNC(=O)c2ccccc2F)o1)Nc1cccc(C(F)(F)F)c1	-2.7	1	2.5	142	-11	9	14	4	-2.0	4.4	-2
COC(=O)Nc1sc2c(c1C(=O)NC1CC1)CCCCCC2	-3.6	-1	-1.0	4	0	10	20	-7	0.1	0.7	-3
CS(=O)(=O)c1ccc(NS(=O)(=O)c2ccc(Cl)c(C(=O)NCc3ccco3)c2)cc1	-1.8	-3	0.7	-10	-4	2	7	-5	1.1	2.8	-4
COC(=O)c1ccc(NC(=O)c2cccc(C)c2)cc1	-1.0	-8	2.4	23	-2	1	5	-16	0.6	1.1	-5
c1ccc(-n2nnnc2NCCc2c[nH]c3ccccc23)cc1	0.4	1	-0.2	-14	-4	/	-2	-37	1.9	0.5	-16
Cc1cc(C(=O)CSc2nnc(-c3cccs3)o2)c(C)n1-c1ccccc1	-0.3	1	-1.7	101	-14	5	2	-6	1.4	3.4	-2
Cc1cc(C)c2c(=O)[nH]c(SCC(=O)Nc3cccc(S(=O)(=O)N(C)C)c3)nc2n1	0.0	3	0.7	-17	-9	-19	0	19	2.4	1.1	3
O=C(Cn1cnc2c(cnn2-c2ccc(Cl)cc2)c1=O)NCCc1ccccc1	0.1	0	2.5	195	10	-10	-1	-6	2.8	3.1	3
CCc1ccccc1NC(=O)Nc1ccon1	-0.7	4	/	-17	-1	-5	4	0	0.7	/	-9
CC(C)=C1C2CCC1C1C(=O)N(c3nc(-c4ccc(F)cc4)c(C)s3)C(=O)C21 (stereo unspecified)	-0.5	19	-1.8	267	-6	8	3	-10	2.9	-1.7	-10
CC(C)CN(C)C(=O)CCc1nnc(Cc2ccc(-c3ccccc3)cc2)o1	0.6	3	0.2	-12	5	4	-3	-5	1.2	3.7	-1
CC(NC(=O)c1cccc(Cn2cc([N+](=O)[O-])cn2)c1)c1ccc(C(C)(C)C)cc1 (stereo unspecified)	-0.8	4	-1.3	10	-13	-1	4	-31	3.8	1.8	1
CCn1c(=S)ccc2ccc(OC)cc21	-1.6	-3	1.0	42	-4	13	9	-52	1.1	1.0	-2

Ordered by value in Tat transport (descending): some entries from above
| Compound | Tat transport |
| --- | --- |
| CC(C)=C1C2CCC1C1C(=O)N(c3nc(-c4ccc(F)cc4)c(C)s3)C(=O)C21 (stereo unspecified) | 19 |
| Cc1cc(C(=O)CSc2nnc(-c3cccs3)o2)c(C)n1-c1ccccc1 | 1 |
| CN(C(=O)CN1CCCCCC1)c1c(N)n(Cc2ccccc2)c(=O)[nH]c1=O | -3 |

Additional results.
mol	MOR-DOR ag	Tat transport	Ecoli viability	Mot1-301 SUMO	PKA-R1A act	PfHsp90 set2	MOR-DOR inv ag	HTR5A inv ag	phage Ecoli inh	AddAB inh	PKA-R2B act
CC(Cc1c[nH]c2ccccc12)NC(N)=O (stereo unspecified)	-1.2	15	2.6	-6	-5	-13	7	8	3.5	4.0	-13
COC(=O)[C@@]12CCCCN1[C@H](c1ccc(-c3cc(C(C)=O)cs3)cc1)[C@H]1C(=O)N(C)C(=O)[C@H]12	1.2	-3	-3.0	1	0	4	-7	14	2.7	-0.4	-6
Nc1cnn(Cc2ccccc2F)c1	2.2	-6	1.9	8	-8	-1	-12	-14	1.0	0.2	-9
Cc1cc(C)cc(N2CC34C=CC(O3)C(C(=O)OCC(=O)NCc3ccco3)C4C2=O)c1 (stereo unspecified)	-2.7	-2	-0.2	14	1	-7	14	3	3.9	1.0	1
COCc1ccc(-c2c(-c3ccsc3)sc3ccccc23)cc1	1.6	-3	0.1	-10	-10	-2	-9	-11	1.7	1.0	1
CC1CCCCC1NC(=O)CCCN1C(=O)c2ccccc2C1=O (stereo unspecified)	0.1	-5	1.4	-2	-2	-28	0	15	3.2	1.9	-1
O=C(N/N=C/c1c(F)cccc1Cl)c1ccc(Cn2cc(Br)cn2)o1	-1.6	-3	-1.2	2	-11	25	10	-10	3.5	0.2	-2
O=C(Nn1c(Cc2cccs2)nc2ccccc2c1=O)c1ccc(F)c(F)c1	-1.7	-4	0.7	-4	-8	6	10	-14	1.5	1.6	-7
CCOC(=O)Cn1cc(C#N)c(=O)[nH]c1=O	-2.7	0	-1.3	-6	3	3	14	-20	2.9	-1.6	-6
CC(Oc1cc2oc(=O)c3c(c2cc1Cl)CCCC3)C(=O)NCc1ccncc1 (stereo unspecified)	1.0	-3	0.6	10	-5	-40	-6	-13	0.2	0.6	7
CCCCOc1ccc(C(C)NC(=O)C2CCCN(S(=O)(=O)CCC)C2)cc1 (stereo unspecified)	-2.6	3	2.8	5	-3	-30	14	-5	2.2	2.0	-4
CC(C)C(NS(=O)(=O)c1ccc2c(c1)Cc1cc(S(=O)(=O)NC(C(=O)O)C(C)C)ccc1-2)C(=O)O (stereo unspecified)	-1.9	2	-4.2	-16	4	-2	10	-1	-1.8	1.6	-2
COCCn1c(SCC(=O)Nc2ccccc2F)nc2c([nH]c3ccccc32)c1=O	7.1	-24	-2.4	9	0	6	-36	-11	2.3	0.4	1
Cc1ccc(S(=O)(=O)N2[C@@H](c3cccc(C)c3)C(C(=O)O)=C[C@H]2C(C)(C)C)cc1	2.1	1	-3.4	42	-7	-10	-10	2	1.2	2.9	0
COc1ccc(OC)c(S(=O)(=O)N2CCC3(CC2)CC(=O)c2ccccc2O3)c1	-1.1	5	0.2	-5	-1	-9	7	5	1.2	0.2	-10
Oc1ccc(C[C@H]2CNCCN2CCC23CC4CC(CC(C4)C2)C3)cc1	6.7	4	3.4	146	1	1	-36	-30	3.0	3.7	11
COc1ccccc1-c1ccc(C(=O)O)o1	-3.5	1	-2.4	50	-3	4	18	-21	0.6	6.1	-4
CCOc1ccccc1C(=O)NCC(=O)NCC(c1ccc(OC)cc1)N1CCOCC1 (stereo unspecified)	-3.2	-9	0.2	54	-8	/	17	2	6.6	2.8	-10
COc1ccc(C(C)=O)cc1COC(=O)CSCC(=O)Nc1ccc(C)cc1	-0.3	-3	0.7	-4	-1	-3	2	-1	2.1	1.9	-13
CCCCc1cc(=O)oc2cc(C)cc(OCC(=O)NC(Cc3ccc(Cl)cc3)C(=O)O)c12 (stereo unspecified)	-3.2	-5	-2.0	6	-13	7	16	5	1.4	3.5	-13
C=CCNC(=S)N(C1CCCCC1)C1CCCCC1	-1.5	20	-4.0	18	-8	5	8	-9	2.1	0.8	-6
C/C(=N\NC(=O)c1cccc2ccccc12)c1cccnc1	-0.3	4	/	/	3	5	1	-11	-0.6	/	1
O=C(NCC1CCCO1)C(c1cccs1)N(C(=O)c1ccc(-c2ccccc2)[nH]1)C1CCCC1 (stereo unspecified)	-0.9	11	-1.9	-16	-1	-6	4	-1	2.1	3.0	2
Cc1onc(-c2ccccc2)c1C(=O)c1c[nH]c(C(=O)NCc2ccccn2)c1	-1.6	-8	2.5	8	-8	-9	7	7	1.6	0.4	0
C/C(=N\S(=O)(=O)c1ccc(C)cc1)NC(=S)Nc1ccccc1	0.5	4	-1.7	277	5	-10	-2	6	4.4	0.6	4
CC(=O)N/C(=C/c1ccc2c(c1)OCO2)C(=O)O	-2.7	2	-2.8	-1	0	6	14	-21	4.0	1.2	-7
COC(=O)CN1C(c2ccccc2)=Nc2ccc(Cl)cc2C1c1ccccc1 (stereo unspecified)	-0.8	4	0.0	149	-12	-5	4	3	2.8	2.2	1
COc1ccc2cc(/C=C3\SC(=S)NC3=O)c(N3CCOCC3)nc2c1	-0.9	2	1.6	5	-3	-41	5	23	2.2	1.1	0
COC(=O)CSc1nnc(C)n1-c1cccc(OC)c1	2.8	-8	-0.4	-8	-6	-33	-17	2	2.3	-1.3	-2
Cc1cc(C)cc(NCc2cc3c(cc2[N+](=O)[O-])OCO3)c1	2.4	6	-1.4	-10	2	1	-14	8	2.2	1.3	-3
COc1ccc(C)cc1NC(=O)C(Sc1nncn1C)c1ccccc1 (stereo unspecified)	-1.8	0	0.7	-2	-3	6	10	-6	0.5	1.6	-3
Cc1ccccc1C(=O)N/N=C1/SCC(=O)N1Cc1ccc2c(c1)OCO2	-0.5	-4	-0.3	3	-9	-6	2	1	0.8	-1.1	4
COc1ccc(-n2ccnc2CN2CCN(C3CCCC3)C(CCO)C2)cc1 (stereo unspecified)	-1.9	-9	0.9	-7	-8	22	9	-6	1.5	0.3	4
CCOC(=O)N1CCN(S(=O)(=O)c2ccc3c(c2)CC(C)N3C(C)=O)CC1 (stereo unspecified)	-3.1	-9	-0.1	0	-6	5	16	-24	0.8	0.3	0
